# FBW7 activator: activators of human E3 ligase FBW7; normalized activity (activation), % at 26.1 µM; Q969H0; 650,000 tested, 0.13% active; AlphaScreen FBW7–phospho-cyclin E peptide binding, activator screen; in the data active means normalized activity above about 1.9%;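 further: purified mutant Fbw7 with reduced substrate affinity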
# MITF primary: human MITF inhibition, primary screen. O75030. AlphaScreen MITF homodimerization, bead proximity signal. inhibition, % at 2.6 µM. 650,000 tested, 0.91% active. AID 1259374; in the data active means inhibition above about 50%;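 further: 0% = vehicle wells with protein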
# GPR151 ag: human GPR151 activation | Q8TDV0 | PathHunter beta-arrestin GPR151 cells, luminescence | activation, % at 11.2 µM | 650,000 tested, 1% active | AID 1508602; in the data active means activation above about 4.9%;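 further: 0% = median of compound wells and 100% = cells with positive control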
# Target sequence (Q8TDV0 whole entry, looked up): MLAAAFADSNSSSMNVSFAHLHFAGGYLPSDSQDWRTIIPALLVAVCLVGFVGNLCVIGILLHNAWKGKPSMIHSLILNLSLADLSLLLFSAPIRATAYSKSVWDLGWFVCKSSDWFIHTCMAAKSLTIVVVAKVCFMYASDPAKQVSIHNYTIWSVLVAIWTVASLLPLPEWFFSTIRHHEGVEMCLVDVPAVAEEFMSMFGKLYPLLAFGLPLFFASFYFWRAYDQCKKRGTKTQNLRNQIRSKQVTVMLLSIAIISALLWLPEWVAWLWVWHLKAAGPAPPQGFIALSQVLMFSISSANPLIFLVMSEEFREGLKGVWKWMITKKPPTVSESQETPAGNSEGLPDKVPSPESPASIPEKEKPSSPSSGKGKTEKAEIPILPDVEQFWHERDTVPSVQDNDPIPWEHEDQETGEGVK
# TEAD-YAP inh: TEAD-YAP interaction inhibition. 640,000 tested, 1.4% active. AID 1259422. inhibition, % at 9.12 µM. HEK-TIYL cells, TEAD-Gal4/YAP UAS-luciferase luminescence; in the data active means inhibition above about 32%;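 further: 0% = median of test compound wells and 100% = reference inhibitor wells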
# * marks the source's active call; other numbers are inactive results. Hits appear at their usual frequency, and some 3.5% of all compounds hit somewhere here.
SMILES,FBW7 activator,MITF primary,GPR151 ag,TEAD-YAP inh
COC(=O)COc1ccc(/C=C2/NC(=O)NC2=O)cc1OC,-0.1,-20,0.2,-3
CCCCN(CCCC)S(=O)(=O)c1cc(Br)cc2c1N(C(C)=O)CC2,0.0,-1,0.2,15
COc1nc(N/N=C/c2cccc3ccccc23)nc(N2CCOCC2)n1,-0.1,15,0.0,-24
COC(CNC(=O)C1(c2cccs2)CCOCC1)OC,0.1,6,0.7,1
O=C(c1ccc(Cl)cc1Cl)n1nnc2ccccc21,0.0,2,1.4,7
Cc1sc2ccc3ccsc3c2[n+]1C,-0.1,1,-0.3,5
CCOc1cc(C2C(C(=O)N3CCCCC3)=C(C)NC3=C2C(=O)CCC3)cc(Br)c1O (stereo not given),-0.1,-1,0.2,-3
COc1ccccc1/C=C/CN1CCN(c2ccccn2)CC1,0.6,48,0.1,7
Cc1ccc(OCC(=O)NS(=O)(=O)c2ccc(Cl)cc2)cc1,0.1,6,1.7,4
CCOc1cc(/C=C2\C(=O)ON=C2c2ccccc2)ccc1OCc1ccccc1,0.0,57*,1.6,-7
Cc1ccccc1NS(=O)(=O)c1cccc2c(S(=O)(=O)Nc3ccccc3C)cccc12,0.5,5,-0.2,24
Oc1oc(-c2cccc3ccccc23)nc1C=Nc1ccc(F)c(Cl)c1,0.0,5,2.4,-1
COc1ccc(C2CC(c3ccc(C)cc3)Nc3nc(N)nn32)cc1 (stereo not given),0.0,1,0.9,-24
O=C(NC1CCCCCCC1)c1nnc(Cc2ccc(F)cc2)o1,0.2,-8,0.2,-1
Cn1c2c(c(=O)n(C)c1=O)C(c1ccc(C(F)(F)F)cc1)C1=C(COC1=O)N2 (stereo not given),0.0,-1,-0.1,-8
CCCNC(=O)c1csc(-c2ccccc2)n1,0.0,-7,-0.9,8
CN1C(=O)C2CCC(N)CC2C1=O (stereo not given),0.1,7,0.9,2
COc1ccc(-c2csc(NC(=O)c3c(OC)cccc3OC)n2)cc1,-0.2,-11,-0.4,-2
N#C/C(=C\c1cccc(OCc2ccccc2Cl)c1)c1nn(CCO)c(N)c1C#N,0.1,-4,0.6,2
Cn1c(=O)n(Cc2ccc(Br)cc2)c(=O)c2c1nc1oc(C(C)(C)C)cn12,-0.1,-11,-0.4,-3
Cc1ccccc1NC(=O)C(Cc1c[nH]c2ccccc12)NC(=O)C(c1ccccc1)c1ccccc1 (stereo not given),-0.1,-8,-0.6,1
O=C(NCc1cccnc1)/C(=C/c1ccc(-c2ccc(Br)cc2)o1)S(=O)(=O)c1ccccc1,0.0,2,-0.3,35*
Cc1sc(NC(=O)c2ccccc2Oc2ccccc2)c(C#N)c1C,-0.2,-9,-1.2,-2
O=C(Nc1cc(C(=O)N2CCCC2)ccc1N1CC2CC(C1)c1cccc(=O)n1C2)c1cccnc1 (stereo not given),0.5,10,1.1,-21
CCCc1nnc(SCC(=O)NC(C)C)n1CC1CCCO1 (stereo not given),-0.1,-5,-2.5,-2
# (listing goes on)
SMILES,FBW7 activator,MITF primary,GPR151 ag,TEAD-YAP inh
COc1cc(NC(=O)c2cc(-c3ccc(O)cc3)on2)c(OC)cc1Cl,-0.1,-4,0.6,-10
O=C1CC(=O)N(c2ccc(I)cc2)N1,-0.1,19,2.8,-3
COc1ccc(C2CC(=O)CC(=O)C2)cc1OC,0.6,26,1.0,-12
COc1cccc(NC(=O)CCC2CCN(C(=O)c3cc(C)oc3C)CC2)c1,-0.2,4,-1.5,3
COc1ccc(OC)c(NC(=O)COc2ccc(C(=O)NCCc3ccccc3)cc2)c1,0.0,-2,0.0,7
Nc1ccc2nc(C3CC3)n(Cc3ccc(Cl)cc3)c(=O)c2c1,0.1,9,-0.4,-5
COc1ccccc1NC(=O)CC1NC2CCCCC2NC1=O (stereo not given),-0.1,7,1.0,13
CC(C)C(=O)Nc1ccc(S(=O)(=O)Nc2ccccn2)cc1,0.5,8,-0.1,15
O=C(COC(=O)C1CCN(S(=O)(=O)c2cccs2)CC1)c1cccc([N+](=O)[O-])c1,0.1,4,0.2,-6
O=C1Nc2ccc(S(=O)(=O)NCC3CCCO3)c3cccc1c23 (stereo not given),-0.1,8,-0.6,2
O=C(OC1CCCCC1)c1ccc(NS(=O)(=O)c2ccc([N+](=O)[O-])cc2)cc1,0.6,-2,-0.9,17
C/C(=C\C(=O)Nc1ccc(Br)cc1C(=O)O)c1ccccc1,-0.2,-3,0.3,-13
COc1ccc(OC)c(NC(=O)N2C(C)CCCC2C)c1 (stereo not given),-0.1,-12,-1.0,-4
O=C(Nc1ccccc1)c1ccc2ccccc2c1O,0.3,0,-2.4,-72
CC(C)N(CCNc1nc(Cl)nc2c1ncn2-c1ccsc1)C(C)C,0.4,18,-1.9,18
O=C(/C=C(\O)c1ccc(F)cc1)C(=O)Nc1ccccc1F,-0.4,11,-0.6,-23
CCC(C(=O)Nc1c(C)nn(-c2ccccc2)c1C)c1ccccc1 (stereo not given),0.1,-2,1.8,13
CCOC(=O)CCC(=O)N1CCOC(c2ccccc2)C1 (stereo not given),-0.1,-8,0.3,-5
CCCCOc1ccccc1/C=N/NC(=O)CC#N,0.1,-18,0.3,-4
CCCCOc1ccc(C(=O)N2CCOC(c3ccccc3)C2)cc1 (stereo not given),-0.1,-15,0.4,-6
COC(=O)C1=C(C)N(CCc2ccccc2)C(=O)/C1=C\c1ccc(F)cc1,-0.1,40,0.3,-9
CCN1CCC2(CCC(CNC(=O)c3ccco3)O2)CC1 (stereo not given),0.1,20,-1.1,3
CC(=O)c1cc(-c2ccc(F)cc2)n(CC(=O)N2CCN(C3CCCC3)CC2)c1C,-0.2,3,-1.1,4
CCN1CCN(C(c2cccs2)C(C)NC(=O)c2ccc3c(c2)OCO3)CC1 (stereo not given),-0.1,-3,-0.2,-4
NC(=O)c1ccccc1Nc1ccnc(Nc2ccc3c(c2)OCO3)c1,0.2,24,1.0,-18
# (further entries)
SMILES,FBW7 activator,MITF primary,GPR151 ag,TEAD-YAP inh
Cc1ccc(C(=O)NC(=S)Nc2ccc(-c3nc4ncccc4o3)cc2)cc1C,-0.1,2,1.3,-2
Cn1c2ccccc2n2c(=O)n(CC(=O)N3CCOCC3)nc12,0.1,-5,1.6,4
N#C/C(=C/c1ccc(O)cc1)C(=O)Nc1cccc([N+](=O)[O-])c1,0.1,2,2.2,3
CC(=O)C1C(c2ccccc2OC(F)F)NC(=O)NC1(O)C(F)(F)F (stereo not given),0.0,-6,-0.8,5
COC(=O)Cc1cc(=O)n(-c2nc3ccccc3[nH]2)[nH]1,-1.4,94*,3.7,-8
O=C(O)C1CC(=O)N(CCc2ccccc2)C(=Nc2ccccc2)S1 (stereo not given),0.1,9,0.5,1
CCCOC(=O)C(CC)Oc1ccc2c(=O)c(Oc3cc(C)c(Cl)c(C)c3)coc2c1 (stereo not given),-0.1,-4,-0.1,8
Cc1cc(C)c(S(=O)(=O)N2CCN(C(=O)c3cccc([N+](=O)[O-])c3)CC2)c(C)c1,-0.3,0,-0.7,-11
O=C(Nc1ccccc1C(=O)O)c1ccc(N2C(=O)c3cccc4c([N+](=O)[O-])ccc(c34)C2=O)cc1,-0.1,11,0.2,0
Cn1nccc1Nc1cc(NCCCN2CCCC2=O)ncn1,0.0,10,1.2,-2
COc1ccc(C(CC(=O)c2ccco2)SCCO)cc1OC (stereo not given),0.1,2,-0.9,-9
COc1ccc(S(=O)(=O)N2CCC(c3nc(-c4ccncc4)n[nH]3)CC2)cc1,0.0,2,-1.1,-5
c1ccc(OCCNc2ncnc3nc(N4CCN(c5ccccn5)CC4)[nH]c23)cc1,-0.2,12,2.9,1
COc1ccccc1-c1cnc2c(Nc3ccc(NC(C)=O)cc3)nccn12,0.1,13,0.5,4
CCN=c1scc(-c2ccc([N+](=O)[O-])cc2)n1N=C1CCCC1,-0.7,33,-0.6,2
COc1cc(NC(=O)CCc2c(C)nc3cc(-c4ccccc4)nn3c2C)cc(OC)c1,0.0,-7,0.0,15
CCCCCCCC(=O)NNC(=O)Cc1ccccc1,-0.1,5,3.0,-5
CCC(CC)NC(=O)c1cc(S(C)(=O)=O)ccc1Cl,-0.1,-5,0.0,-6
COc1ccc(Nc2nc(=S)[nH]c3cc(OC)c(OC)cc23)cc1OC,0.0,3,6.6*,8
Cc1cc(N2CCCCC2)nc2ccc(NC(=O)c3ccccn3)cc12,0.4,-4,-0.5,-26
COc1ccc(NC(=O)c2ccc(NC(=O)CN(C)C3CCN(C)CC3)cc2)cc1,0.0,6,-0.9,-12
CC(C)(C)c1ccc(OCCCCn2ccnc2)cc1,0.6,12,0.0,6
CSc1ncc(CN2CCC(n3nccc3NC(=O)Cc3ccccc3)CC2)cn1,-0.1,0,-2.7,14
C=CCn1c2ccccc2c2nnc(SC(CC)C(=O)Nc3cc(C)on3)nc21 (stereo not given),-0.1,32,1.3,-12
FC(F)(F)c1cccc(-c2cnn3ccc(NCc4ccncc4)nc23)c1,0.7,-11,0.4,-9
# New compounds follow.
SMILES,FBW7 activator,MITF primary,GPR151 ag,TEAD-YAP inh
COc1ccc(C2Oc3ccccc3C3=C2C(c2ccc(F)cc2)n2ncnc2N3)c(OC)c1OC (stereo not given),0.0,6,0.0,-2
COc1ccc(Cl)cc1-n1c(=S)sc2c(=O)[nH]c(SCC(=O)Nc3nccs3)nc21,-0.1,9,-0.3,-1
CC1CCCC(NC(=O)NC(=O)COc2ccccc2C(N)=O)C1C (stereo not given),0.2,-1,-0.3,7
C#CC(C)(O)CCC1=C(C)CCCC1(C)C (stereo not given),0.0,6,-0.5,16
CCOC(=O)C1=CN(c2cc(C)ccc2C)C=C(C(=O)OCC)C1c1ccc(OCC)c(OC)c1,0.1,5,-0.8,10
Cc1ccc(Cn2c(=S)[nH]c3nccnc3c2=O)cc1,-0.1,-9,-0.9,-7
O=C(CCS(=O)(=O)c1ccccc1)N1CCN(c2ccccc2F)CC1,0.3,-5,-0.2,-55
CCn1c2cc(C)sc2c2cnn(CCC(N)=O)c(=O)c21,0.2,7,-0.6,6
CCOC(=O)c1c(-c2ccco2)csc1NC(=O)CN1CCN(C)CC1,0.0,16,-1.2,-2
CCN(c1ccc(NC(=O)C(C)(C)C)cc1)c1nc(C)cc(C)n1,-0.3,0,-0.9,-3
O=C(Nc1nnc(-c2ccncc2)o1)C1CCCCC1,0.0,8,3.2,1
O=C1C2C3CCC(C3)C2C(=O)N1c1ccc(Cl)c(F)c1 (stereo not given),-0.1,2,3.2,11
COC(=O)C(C(=O)OC)C1=C/C(=N/S(=O)(=O)c2ccc(C)cc2)c2ccccc2C1=O,0.6,24,1.8,6
CC1CCc2c(sc(NC(=O)c3cnn4c3NC(c3ccco3)CC4C(F)(F)F)c2C#N)C1 (stereo not given),0.0,-8,-0.9,10
CCCCN(c1ccccc1)S(=O)(=O)c1cn(C)nc1C,0.1,6,0.4,5
CCCCN(C)c1nnc(NC(=O)Nc2ccccc2OC)s1,0.0,1,0.9,-14
CCCn1nnc(NC(=O)COc2ccc(C(C)C)cc2)n1,0.1,12,0.2,5
Cc1ccc(-c2nc(NC(=O)c3ccco3)sc2-c2ccccc2)cc1,0.0,-5,-0.4,-7
COc1cc(-c2[nH]nc3c2C(c2ccccc2[N+](=O)[O-])C(C#N)=C(N)O3)cc(OC)c1OC (stereo not given),-0.1,1,0.6,10

# Screening data: PubChem, The Scripps Research Institute Molecular Screening Center
